HIF activator = HIF pathway transcriptional activation; 300,000 tested, 0.32% active; AID 1910; U2OS HRE-luciferase reporter, luminescence; normalized: DMSO 0%, desferrioxamine 100%; activation, % at 7.5 µM (by protocol);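 active means mean activation of at least 10% of the iron chelator positive control signal, with at least half of replicates also reaching 10%; inconclusive means mean and replicate majority disagree about reaching 10%; inactive means mean and most replicates under 10%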
aSyn 5UTR inh = 5' untranslated region of α-synuclein, MLPCN primary screen | alpha-synuclein 5'UTR reporter, inhibitor activity | 300,000 tested, 0.82% active | inhibition, % (tested at 7.5 µM) | AID 1813; in the data active means inhibition above about 60%; inconclusive means no clear call, values can overlap the other calls;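 further: H4 neuroglioblastoma cells stably carrying SNCA 5'UTR luciferase fusion; 0% = DMSO wells and 100% = positive control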
KLF5 inh = kruppel-like factor 5 inhibition; 290,000 tested, 0.23% active; inhibition, % at 5 µM; DLD-1 KLF5 promoter-luciferase reporter, luminescence;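 active means inhibition above a per-plate limit of that plate's mean compound inhibition plus 3 SD, cut at about 60% in these data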;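 further: 0% = DMSO wells and 100% = LY294002 at 200 µM; higher means less KLF5 promoter-driven luciferase light; inactives centre near -14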
TRPC4 inh = TRPC4 (mouse) channel inhibition; Q9QUQ5; HEK293 TRPC4beta/mu-opioid, DAMGO-evoked Fluo4 calcium flux; hits give low values; B-score at 10 µM; 300,000 tested, 0.39% active; AID 2247;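 active means B-score over 3 SD under the library average, no early fluorescence shift, positive overall ratio signal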
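Assay system: Stable TRPC4beta/mu-opioid receptor HEK293 cells | Reagent: DAMGO in two steps, submaximal then maximal | Compound dosing: Single concentration per test compound | Signal: Fluo4 Ca2+ flux fluorescence | Evaluation: Per-well B score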
TRPC4 agonist = opens the mouse TRPC4 cation channel; Q9QUQ5; HEK293 TRPC4beta/mu-opioid, Fluo4 calcium fluorescence; hits give high values; B-score at 10 µM; 310,000 tested, 0.49% active; AID 2237;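 active means B-score above 5 SD of library B-scores, and initial fluorescence ratio not above library mean plus 5 SD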;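 further: positive B-score marks a calcium rise read as TRPC4 activation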
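System: HEK293 cells stably co-expressing mouse TRPC4beta and mu-opioid receptor; Schedule: Fluo4 dye loading 45 min at room temperature, 110 s recording; Detection: Fluo4 fluorescence, kinetic; Evaluation: B-scored integrated calcium fluorescence ratio; Controls: buffer (low) and maximal DAMGO (high).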
MrgX1 antag = blocks BAM8-22 activation of human MrgX1 receptor; MRGX1-HEK293 calcium flux, Fluo-4, BAM8-22 antagonism; hits give low values; Q96LB2; B-score at 10 µM; 310,000 tested, 1.3% active;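 active means calcium-response B-score plate-corrected more than 3 library SD below zero, starting fluorescence within 5 deviations, no agonist response on first addition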;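 further: peak minus trough fluorescence over baseline after final BAM8-22 challenge near maximal dose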
TRPC4 PAM = allosteric potentiators of mouse TRPC4 channel | Q9QUQ5 | HEK293 TRPC4beta/mu-opioid, DAMGO EC20, Fluo-4 Ca2+ flux; hits give high values | B-score at 10 µM | 310,000 tested, 0.42% active | AID 2227;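 active means B-score of calcium response area above 5 SD of library B-scores, with initial fluorescence ratio within 5 SD of library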;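 further: B-score of integrated fluorescence ratio over time as area under calcium response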
SKKanGAS inh = SKKanGAS growth inhibition | 300,000 tested, 1.3% active | inhibition, % at 7.5 µM | S. pyogenes SKKanGAS, kanamycin growth, BacTiter-Glo, 6 h;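 active means mean replicate score, as percent of positive control median, at least 50; inconclusive means mean below 50 but one replicate at or above 50; inactive means mean and every replicate below 50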;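 further: strain carries kanamycin resistance gene driven by streptokinase promoter and grows in 40 µg/ml kanamycin; loss of luminescence reflects streptokinase promoter inhibition or plain growth inhibition; 0% = median of DMSO wells and 100% = positive control at its reference dose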
TRPC6 activator = mouse TRPC6 channel activation; B-score at 10 µM; 310,000 tested, 0.13% active; HEK293-TRPC6 membrane potential dye fluorescence; hits give high values; AID 2550; Q61143;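 active means B-score of the integrated fluorescence ratio above library mean plus 3 SD, and starting fluorescence ratio within library mean plus 5 SD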;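 further: higher score means more depolarization so channel activation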
Target sequence (Q61143 whole entry, looked up): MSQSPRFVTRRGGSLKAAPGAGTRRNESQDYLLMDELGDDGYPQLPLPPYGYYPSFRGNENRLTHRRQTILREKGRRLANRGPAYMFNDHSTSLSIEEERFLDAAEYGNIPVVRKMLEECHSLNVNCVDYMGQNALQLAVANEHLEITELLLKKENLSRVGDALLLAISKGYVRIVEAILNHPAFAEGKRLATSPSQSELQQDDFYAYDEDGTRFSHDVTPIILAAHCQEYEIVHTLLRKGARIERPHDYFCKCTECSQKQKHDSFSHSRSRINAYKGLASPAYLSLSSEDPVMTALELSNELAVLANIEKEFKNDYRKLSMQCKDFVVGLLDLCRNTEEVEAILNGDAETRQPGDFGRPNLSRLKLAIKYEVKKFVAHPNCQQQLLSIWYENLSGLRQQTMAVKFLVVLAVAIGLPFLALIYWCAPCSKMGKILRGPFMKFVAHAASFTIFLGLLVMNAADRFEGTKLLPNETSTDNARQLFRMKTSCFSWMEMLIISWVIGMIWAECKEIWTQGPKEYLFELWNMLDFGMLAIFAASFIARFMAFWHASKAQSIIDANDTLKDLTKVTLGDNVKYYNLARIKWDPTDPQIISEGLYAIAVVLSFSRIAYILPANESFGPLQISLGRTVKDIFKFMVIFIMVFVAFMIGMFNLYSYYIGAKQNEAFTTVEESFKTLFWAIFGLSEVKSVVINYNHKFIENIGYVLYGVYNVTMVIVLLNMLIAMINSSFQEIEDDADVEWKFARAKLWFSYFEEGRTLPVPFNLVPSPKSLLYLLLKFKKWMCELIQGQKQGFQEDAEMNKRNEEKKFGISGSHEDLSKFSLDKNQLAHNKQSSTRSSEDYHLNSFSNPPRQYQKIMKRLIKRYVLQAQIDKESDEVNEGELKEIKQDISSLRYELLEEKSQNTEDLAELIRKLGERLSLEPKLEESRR
IEC-6 tox = kills IEC-6 intestinal cells in KLF5 counter-screen | inhibition, % at 5 µM | 290,000 tested, 0.78% active | IEC-6 cytotoxicity, luminescence viability; in the data active means inhibition above about 22%;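 further: 0% = plate median of test compound wells and 100% = cytotoxic reference compound wells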
TRPC6 inh = inhibitors of mouse TRPC6 channel. 310,000 tested, 1.1% active. AID 2553. HEK293-TRPC6, membrane potential dye, ACh-evoked depolarization; hits give low values. Q61143. B-score at 10 µM;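 active means B-score under library mean minus 3 SD, initial fluorescence not abnormally high, positive integrated signal ratio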;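 further: B-score derived from integrated fluorescence ratio over the kinetic read; more negative B-score means stronger inhibition of depolarization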
* hit, by the source's call; i = inactive; ? = inconclusive; . = no result given.

Order of values: HIF activator	aSyn 5UTR inh	KLF5 inh	TRPC4 inh	TRPC4 agonist	MrgX1 antag	TRPC4 PAM	SKKanGAS inh	TRPC6 activator	IEC-6 tox	TRPC6 inh
> CN(C)C(=O)Oc1ccc(OC(=O)c2ccccc2)cc1
 : .	-13.7	10.5	i	i	i	i	-5.8	i	-1.0	i
> CCn1ccnc1CN1CCCC(C(=O)c2cc(Cl)ccc2OC)C1 (stereo unspecified)
 : 0.1	0.0	-14.3	i	i	i	i	8.8	i	2.4	i
> N/C(=N\N=C/c1ccc(-c2ccc(O)c(C(=O)O)c2)o1)N[N+](=O)[O-]
 : -0.6	-16.3	-2.7	i	i	i	i	1.4	i	-12.5	i
> COc1nc2ccccc2c(=O)n1-c1ccc(Cl)cc1
 : 0.0	-20.9	10.3	i	i	i	11*	-1.6	i	-6.1	i
> CCC(N)Cc1c[nH]c2ccccc12 (stereo unspecified)
 : -16.2	-0.3	-18.4	i	i	.	i	-2.4	i	-2.9	i
> CN(C)CC1CSCCC1(O)c1cccc(Cl)c1 (stereo unspecified)
 : 0.1	-7.6	-30.5	i	i	i	i	-5.6	i	-2.6	i
> CCOC(=O)c1ccc(N2C(=O)CC(N3CC=C(c4ccc(F)cc4)CC3)C2=O)cc1 (stereo unspecified)
 : 0.0	0.9	-9.1	i	i	i	i	7.6	i	-2.3	i
> COc1ccc(C(CNC(=O)Cc2ccc(Cl)c(Cl)c2)N(C)C)cc1 (stereo unspecified)
 : -0.6	-2.3	-27.7	i	173*	i	i	8.1	i	-0.7	i
> O=Cc1cn(Cc2ccc(F)cc2)c2ccccc12
 : -0.1	70.7*	-22.8	i	i	i	i	8.3	i	-2.4	i
> Cc1c(C(=O)Nc2ccccc2)cc(-c2ccccc2)n1CCCN1CCOCC1
 : -0.4	-14.9	14.2	i	i	i	i	0.3	i	5.8	i
> Cc1cc(OC(=O)CCNC(=O)OC(C)(C)C)c2c3c(c(=O)oc2c1)CCC3
 : 0.2	-6.6	-18.6	i	i	i	i	2.8	i	2.4	i
> O=S(=O)(c1ccc(F)cc1)N1CCCC1c1cccnc1 (stereo unspecified)
 : -0.5	1.9	-13.2	i	i	i	i	11.6	i	1.9	i
> CCOC(=O)c1cccc(NC(=O)c2c(O)[nH]c(=O)[nH]c2=O)c1
 : -1.4	18.2	.	i	i	i	i	9.6	i	.	i
> CCC1(CC)C(=O)N(C)C(=O)NC1=NC
 : -0.2	7.5	-23.5	i	i	i	i	5.5	i	0.7	i
> NP(=O)(OCCCc1ccccc1)Oc1ccc(Cl)cc1 (stereo unspecified)
 : -0.4	-1.9	-41.6	i	i	i	i	-7.0	i	1.3	i
> COP(=O)(OC)C(NC(C)=O)C(Cl)(Cl)Cl (stereo unspecified)
 : -0.3	9.5	-26.4	i	i	i	i	-6.1	i	1.2	i
> O=C(COC(=O)Cc1ccccc1)NC12CC3CC(CC(C3)C1)C2
 : 0.8	-6.5	-26.9	i	i	i	i	1.4	i	-4.4	i
> Cn1c(=O)n(C)c2cc([N+](=O)[O-])c(N3CCNCC3)cc21
 : -0.6	7.6	-15.6	i	i	i	i	-0.6	i	11.7	-6.28*
> O=C(/C=C/c1ccc(Br)cc1)NC(=S)N1C[C@H]2C[C@H](C1)c1cccc(=O)n1C2
 : 0.1	5.3	-15.7	i	i	i	i	2.0	i	-6.0	i
> Cc1ccc(N=C(N(C)C)P(=O)(N(C)C)N(C)C)cc1
 : 0.2	5.9	-8.2	i	i	i	i	7.1	i	4.1	i

Order of values: HIF activator	aSyn 5UTR inh	KLF5 inh	TRPC4 inh	TRPC4 agonist	MrgX1 antag	TRPC4 PAM	SKKanGAS inh	TRPC6 activator	IEC-6 tox	TRPC6 inh
> O=c1[nH]c(=O)n(Cc2ccc(F)cc2)c(O)c1/C=N/Nc1ccccc1
 : -0.1	-10.2	-6.1	i	i	i	i	11.3	i	-3.5	i
> Cc1ccc2c(c1)C1CN(C)CCC1N2C(=S)Nc1cccnc1 (stereo unspecified)
 : 0.1	32.5	9.7	i	i	i	i	9.5	i	5.0	i
> CN(C)C(=O)Oc1ccc(Br)cc1C(=O)Nc1ccc(F)c(Cl)c1
 : -0.4	-13.0	-7.6	i	i	i	i	2.0	i	2.7	i
> CCc1nnc(NC(=O)CCc2nc(C3=CCN(C)CC3)no2)s1
 : 0.1	-1.1	-13.9	i	i	i	i	0.3	i	1.2	i
> O=C(c1cccc2ccccc12)C1CCCN(Cc2ccon2)C1 (stereo unspecified)
 : -0.2	-8.2	0.5	i	i	i	i	-6.4	i	-0.5	i
> CC(=O)Nc1ccc(CC(=O)N2CCN(Cc3ccccc3)CC2)cc1
 : 1.0	18.8	-26.2	i	i	i	i	-5.2	i	5.3	i
> CN1C(=O)C(C2c3ccccc3C(=O)N2Cc2ccc([N+](=O)[O-])cc2)C(=O)N(C)C1=O (stereo unspecified)
 : -0.3	9.6	4.1	i	i	i	i	3.2	i	-5.4	i
> CN1CCN(c2ccc([N+](=O)[O-])c(N)c2)CC1
 : 0.1	5.4	12.9	i	i	i	10*	-1.3	i	5.2	i
> CC(C)C(=O)Nc1nnc(CCN(CCc2nnc(NC(=O)C(C)C)s2)[N+](=O)[O-])s1
 : 0.5	-16.7	10.1	i	i	i	i	-1.0	i	-0.1	i
> COc1ccc(C(=O)C(C)(C)NO)cc1
 : 0.0	15.9	-21.1	i	i	i	i	-2.3	i	-3.4	i
> O=C1NC(=O)C(=Cc2ccc(-c3ccc(Cl)cc3)o2)C(=O)N1
 : -0.1	-20.5	-4.6	i	i	i	i	-2.4	i	7.3	i
> O=Cc1cn(Cc2ccc(F)cc2Cl)c2ccccc12
 : -0.4	?	-17.2	i	i	i	i	5.6	i	8.6	i
> CCc1ccccc1NC(=O)CNCc1ccccc1
 : 0.0	-17.5	-10.3	i	i	i	i	3.6	i	-8.9	i
> Cc1nn(C)c(C)c1P(=S)(c1c(C)nn(C)c1C)N(C)C
 : -0.4	-8.1	10.4	i	i	i	i	-0.1	i	-6.9	i
> CC(=O)NCC(=O)Nc1ccc(Br)cc1C(=O)c1ccccc1
 : 0.1	-22.7	-2.6	i	i	i	i	-2.8	i	-0.9	i
> CCC(C)C1N=C(c2ccccc2)c2cc(Cl)ccc2N(CC(=O)NCc2ccco2)C1=O (stereo unspecified)
 : 0.0	-1.1	-35.7	i	i	i	i	3.8	i	-8.2	i
> CC(C(=O)c1c[nH]c2ccccc12)N1CCOCC1 (stereo unspecified)
 : 0.6	21.7	-3.7	i	i	i	i	4.4	i	7.1	i
> Cn1cc(C(=O)N2CCC3(CC2)OCCO3)c2c3ccccc3n(C)c2c1=O
 : -0.3	6.9	-31.3	i	i	i	i	1.9	i	0.1	i
> C=CCN(CC#CCOc1ccccc1OC)CC=C
 : 0.5	-1.9	1.4	i	i	i	i	14.2	i	0.9	i
> Cn1c(O)c(C=NCCc2c[nH]c3ccccc23)c(=O)n(C)c1=O
 : -0.2	0.1	-5.7	i	i	i	i	0.3	i	-0.5	i

Order of values: HIF activator	aSyn 5UTR inh	KLF5 inh	TRPC4 inh	TRPC4 agonist	MrgX1 antag	TRPC4 PAM	SKKanGAS inh	TRPC6 activator	IEC-6 tox	TRPC6 inh
> Cc1ccsc1C(=O)C1CCCN(Cc2ccn[nH]2)C1 (stereo unspecified)
 : 0.3	2.1	-13.8	i	i	i	i	-5.8	i	-0.7	i
> COc1ccc(NC(=O)c2cn(CCC#N)nc2-c2ccccc2)cc1
 : 1.3	-3.9	-28.6	i	i	i	i	8.8	i	-1.7	i
> Cc1ccc(C(=O)NC(O)C(Cl)(Cl)Cl)cc1 (stereo unspecified)
 : -0.1	-20.6	-5.0	i	i	i	i	1.2	i	-7.2	i
> CCC(C)n1c(O)c(C=Nc2cccc(C(F)(F)F)c2)c(=O)[nH]c1=S (stereo unspecified)
 : -0.1	-8.6	1.8	i	i	i	i	1.3	i	-1.6	i
> COC(=O)C1=C(c2ccc(S(C)(=O)=O)cc2)C[C@@H]2CC[C@H]1N2C(=O)NCCO
 : 0.3	3.9	.	i	i	i	i	0.1	i	.	i
> O=c1c2ccccc2nc(CNCC2CCCO2)n1-c1ccc(F)cc1 (stereo unspecified)
 : 1.0	-24.6	-25.1	i	i	i	i	-9.7	i	-1.9	i
> CN(C)CCN=Cc1c(O)n(CCC2=CCCCC2)c(=O)[nH]c1=O
 : -0.1	11.9	-22.9	i	i	i	i	1.8	i	2.9	i
> CC(C(=O)c1ccc(Cl)cc1Cl)n1cncn1 (stereo unspecified)
 : -0.3	1.2	-19.8	i	i	i	i	-4.4	i	4.6	i
> Cc1c(NC(=O)C(C)OC(=O)Cc2ccccc2)c(=O)n(-c2ccccc2)n1C (stereo unspecified)
 : 0.3	11.8	-13.1	.	i	i	i	-0.8	i	-4.8	i
> CN=C1CN(O)C(c2ccccc2)=c2cc(Cl)ccc2=N1
 : 0.0	11.4	.	i	i	i	i	-3.1	i	.	i
> COCCOC(=O)C1=C(C)OC(N)=C(C(=O)OC)C12C(=O)Nc1ccccc12 (stereo unspecified)
 : -2.6	9.8	5.8	i	i	i	i	-2.2	i	-1.4	i
> COCCCn1c(N)c(C(=O)Nc2sc3c(c2C(=O)OC)CCCC3)c2nc3ccccc3nc21
 : .	-16.6	-13.8	i	i	i	i	14.2	i	0.0	i
> O=C(N/N=C/c1c(O)n(C2CC2)c(=S)[nH]c1=O)c1ccccc1
 : 0.9	-28.7	-108.5	i	i	i	i	-1.3	i	4.6	i
> O=[N+]([O-])c1cc(-c2ccc([As](=O)(O)O)cc2)ccc1[As](=O)(O)O
 : 4.0	-4.0	4.1	i	i	i	i	0.6	i	-11.9	i
> CCCC(CCC)C(=O)OC[N+](C)(C)CCOC(=O)C(O)(c1ccccc1)C1CCCC1 (stereo unspecified)
 : 0.3	-0.9	-27.0	i	i	i	i	6.0	i	6.4	-11.1*
> O=C(O)C1C2CC3CC(C2)CC1(n1ncc(N2CCC4(CC2)OCCO4)c(Cl)c1=O)C3 (stereo unspecified)
 : -0.6	17.5	-17.6	i	i	i	i	-0.9	i	0.1	i
> CN1CCN(Cc2ccc(N)cc2)CC1
 : 0.0	-22.9	1.3	i	i	i	i	2.6	i	2.6	i
> COc1cc2c(cc1OC)[C@@H]1C(=O)c3ccc4c(c3O[C@@H]1CO2)C[C@H](C(C)C)O4
 : -0.4	20.8	28.0	i	i	i	i	4.8	i	34.6*	i
> CCNCCNc1ccc([N+](=O)[O-])c2cccnc12
 : -0.1	0.6	-38.7	i	i	i	18*	39.0	i	-3.9	-5.94*

Some of the compounds tested; count on the stated rates, not on these rows.
